KCNK3 block = human KCNK3 channel inhibition, primary screen. CHO-KCNK3 thallium flux, FluxOR fluorescence; hits give low values. B-score at 10 µM. hit rate 0.84% among 340,000;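 active means B-score under library mean minus 4 SD, starting fluorescence ratio at most library mean plus 5 SD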;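 further: more negative B-score means stronger inhibition of thallium flux through KCNK3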
GSK3B inh = inhibitors of human GSK3beta kinase. hit rate 0.038% among 300,000. P49841. activity score (negative = inhibition), % at 10 µM. AID 2097. GST-GSK3beta kinase, ADP-Glo luminescence, 60 min; hits give low values;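 active means more than half of replicate wells score below -50%, meaning over 50% inhibition versus plate controls; inconclusive means some replicates but at most half score below -50%; inactive means no replicate scores below -50%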;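 further: 0% = median DMSO wells and -100% = median GW8510 positive control wells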
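test system = GST-tagged human GSK3beta kinase, cell-free | reagent = 25 µM ATP with peptide substrate | dosing = one dose of 10 µM per compound | schedule = 60 min reaction, RT | detection = luminescent ADP-Glo measurement of ADP formed | control set = DMSO neutral wells and GW8510 at 20 µM as positive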
GSK3 alpha inh = blocks human GSK-3 alpha kinase; ADP-Glo luminescence, 60 min; inhibition, % at 10 µM; hit rate 0.1% among 320,000; AID 2650;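 in the data active means inhibition above about 50%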;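 further: GST-tagged GSK-3 alpha with peptide substrate and 25 µM ATP; 0% = DMSO neutral wells and 100% = GW8510 positive control wells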
Target sequence (P49840 whole entry, looked up): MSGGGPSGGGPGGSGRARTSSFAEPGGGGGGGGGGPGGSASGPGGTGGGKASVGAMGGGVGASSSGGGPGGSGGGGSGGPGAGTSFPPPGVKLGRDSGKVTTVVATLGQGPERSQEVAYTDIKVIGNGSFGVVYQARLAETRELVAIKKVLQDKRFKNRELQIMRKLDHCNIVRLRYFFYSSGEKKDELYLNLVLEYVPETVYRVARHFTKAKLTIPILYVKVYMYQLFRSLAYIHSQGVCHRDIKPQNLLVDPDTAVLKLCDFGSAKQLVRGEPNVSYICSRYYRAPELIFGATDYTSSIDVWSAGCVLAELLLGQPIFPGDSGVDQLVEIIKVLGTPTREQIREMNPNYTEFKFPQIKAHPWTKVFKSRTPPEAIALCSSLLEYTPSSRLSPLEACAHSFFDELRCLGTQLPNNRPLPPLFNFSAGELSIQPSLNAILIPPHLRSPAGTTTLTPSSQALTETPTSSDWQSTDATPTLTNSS
KCNK9 inh = inhibitors of human KCNK9 two-pore domain potassium channel; Q9NPC2; HEK293 KCNK9, FluxOR thallium flux fluorescence; hits give low values; B-score at 10 µM; hit rate 1.2% among 310,000; AID 488922;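 active means ratio B-score over 3 SD below the library mean, with starting fluorescence within 5 SD of its mean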;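 further: negative B-score means less thallium flux so channel inhibition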
Target sequence (Q9NPC2 whole entry, looked up, the tested form may be a part): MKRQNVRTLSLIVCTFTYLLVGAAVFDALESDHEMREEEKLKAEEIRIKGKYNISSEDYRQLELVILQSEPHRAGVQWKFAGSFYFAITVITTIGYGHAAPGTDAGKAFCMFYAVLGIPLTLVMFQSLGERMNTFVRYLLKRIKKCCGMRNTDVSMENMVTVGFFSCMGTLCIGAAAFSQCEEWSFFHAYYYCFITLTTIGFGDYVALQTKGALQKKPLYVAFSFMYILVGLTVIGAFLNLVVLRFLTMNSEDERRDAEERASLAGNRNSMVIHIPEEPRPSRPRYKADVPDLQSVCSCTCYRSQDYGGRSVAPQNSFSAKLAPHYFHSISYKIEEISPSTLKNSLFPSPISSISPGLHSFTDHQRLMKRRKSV
KCNQ1 inh = human KCNQ1 channel inhibition; CHO-K1 KCNQ1, FluxOR thallium flux fluorescence; hits give high values; P51787; B-score at 10 µM; hit rate 1.3% among 310,000;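 active means compounds whose thallium flux B-score, printed positive for inhibition, exceeds three library SD while starting fluorescence stays within three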;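 further: channel opened by potassium depolarization with thallium stimulus after 20 min compound exposure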
Dyrk1A ADPGlo = blocks rat Dyrk1A kinase activity; AID 504441; ADP-Glo luminescence, NFATc1 peptide; inhibition, % at 12.5 µM; hit rate 0.43% among 310,000; in the data active means inhibition above about 50%;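 further: plate controls were vehicle with enzyme for no effect and no enzyme for full effect; many of its hits are not listed in these tables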
hERG protect = hERG (human) protection from proarrhythmic block; AID 1511; Q12809; CHO-hERG, FluxOR thallium flux, dofetilide IC70 present; activation (rescue from dofetilide block), less the hit threshold, % at 10 µM; hit rate 0.51% among 310,000;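 active means activation above the mean of controls blocked by dofetilide plus 5 SD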;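 further: thallium influx through hERG after potassium depolarization seen as dye fluorescence rise; in these data hits start at about 4.7%; inactives centre near -7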
KCNQ1 act = human KCNQ1 channel potentiation or activation; P51787; CHO-K1 KCNQ1, thallium flux FluxOR fluorescence; hits give high values; B-score at 10 µM; hit rate 0.35% among 310,000; AID 2648;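 active means fluorescence ratio B-score, a plate-corrected score, at least three library SD, with initial intensity B-score within 5 SD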
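Material: CHO-K1 cells stably expressing KCNQ1. Medium: assay buffer for compound exposure, DMSO matched across wells. Reagent: K+/Tl+ depolarizing stimulus. Compound dosing: single-concentration screen. Times: 37 °C overnight plating, 90-min dark dye load, 20-min compound pretreatment. Technique: FluxOR Tl+ flux fluorescence.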
RGS4 pot = RGS4 potentiation or activation. HEK293 M3R/inducible RGS4, carbachol calcium flux Fluo4; hits give low values. B-score at 10 µM. hit rate 0.92% among 310,000. AID 463111;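 active means B-score of the integrated calcium signal more than 4 SD below the library mean, with starting fluorescence not abnormally high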;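 further: negative B-score means reduced calcium response which marks RGS4 activation or potentiation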
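Detection: kinetic calcium fluorescence imaging with Fluo4-AM dye, 2 µM / Material: HEK293 cells with stable M3R and inducible RGS4 / Schedule: recording 10 s baseline at 1 Hz, 100 s post-agonist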
HDAC3 inhib = blocks human histone deacetylase 3 | O15379 | AID 2718 | recombinant HDAC3, fluorogenic peptide/trypsin coupled, fluorescence | hit rate 0.15% among 320,000 | inhibition, % at 8.3 µM; in the data active means inhibition above about 26%, passing the limit was not always enough; inconclusive means no clear call, values can overlap the other calls
PolyA inh = inhibitors of polyadenylation in S. cerevisiae; S. cerevisiae SKY197-pL101 polyadenylation reporter, beta-gal luminescence; efflux-impaired pdr1/pdr3 knockout yeast; score 100 = 6 SD above DMSO; calls only at 12 µM; hit rate 0.02% among 300,000;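 active means lowest replicate activity score at least 50, where 100 means six control SD above control mean; inconclusive means lowest score under 50 but half or more replicates reach 50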;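 further: yeast exposed to compound for 9 h at 30 °C; higher score means more reporter readthrough which indicates perturbed polyadenylation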
* = called active by the depositor; i = inactive; u = inconclusive; x = no result given. Not all compounds are listed; rates above refer to the full screens.

Start of the data: the first 3 records as a preview:
SMILES	KCNK3 block	GSK3B inh	GSK3 alpha inh	KCNK9 inh	KCNQ1 inh	Dyrk1A ADPGlo	hERG protect	KCNQ1 act	RGS4 pot	HDAC3 inhib	PolyA inh
COc1cc(C(=O)OCC(=O)N2CCCCC2C)cc(NC(=O)c2cccs2)c1OC (centres undefined)	i	-5	-1	i	i	x	-32	i	i	5	i
O=C(O)/C=C/C(=O)Nc1ccccc1-c1ccccc1	i	0	x	i	i	6	-4	i	i	x	i
c1ccc(N2CCN(c3nc4ccccc4[nH]3)CC2)nc1	i	0	-1	i	i	x	-9	i	i	-1	i

All compounds of this part, previewed entries included:
SMILES	KCNK3 block	GSK3B inh	GSK3 alpha inh	KCNK9 inh	KCNQ1 inh	Dyrk1A ADPGlo	hERG protect	KCNQ1 act	RGS4 pot	HDAC3 inhib	PolyA inh
COc1cc(C(=O)OCC(=O)N2CCCCC2C)cc(NC(=O)c2cccs2)c1OC (centres undefined)	i	-5	-1	i	i	x	-32	i	i	5	i
O=C(O)/C=C/C(=O)Nc1ccccc1-c1ccccc1	i	0	x	i	i	6	-4	i	i	x	i
c1ccc(N2CCN(c3nc4ccccc4[nH]3)CC2)nc1	i	0	-1	i	i	x	-9	i	i	-1	i
NS(=O)(=O)c1ccc(NC(=S)NCc2ccc3c(c2)OCO3)cc1	i	1	-2	i	i	13	-4	i	i	4	i
Cc1nnc(SCc2nnc(-c3cccs3)o2)n1Cc1ccccc1	i	1	x	i	i	-2	1	i	i	x	i
CCc1c(O)nc(SCc2ccc(F)cc2)[nH]c1=O	i	2	0	i	i	-4	-4	i	i	1	i
O=C(COc1ccccc1)NCC(=O)N1CCCC1	i	-6	3	i	i	0	-6	i	i	3	i
Cc1c(NP(=O)(c2ccc(Br)cc2)c2ccc(Br)cc2)c(=O)n(-c2ccccc2)n1C	i	2	1	i	i	-6	-9	i	i	10	i
O=C(CC1C(=O)NCCN1C(=O)Nc1ccc(C(F)(F)F)cc1)Nc1ccc(F)cc1 (centres undefined)	i	1	0	i	i	1	-4	i	i	14	i
CCOc1ccc(S(=O)(=O)N/N=C\c2ccc3c(c2)OCO3)cc1	i	4	-3	i	i	-2	-14	i	i	3	i
CCN(CC)c1ccc(S(=O)(=O)N2CCOCC2)cc1NC(=O)CSc1n[nH]c(N)n1	i	-20	x	i	i	-9	-9	i	i	-6	i
CCC(c1nc2ccccc2c(=O)n1CCN1CCOCC1)N1C(=O)c2ccccc2C1=O (centres undefined)	i	-2	-1	i	i	3	-13	i	i	1	i
O=C(c1ccc2c3c(cccc13)CC2)C1CCCN(C(=O)c2ccc[n+]([O-])c2)C1 (centres undefined)	i	1	-2	i	i	19	-14	i	i	-8	i
COc1cccc(CN(CC(=O)NCc2ccc(F)cc2)C(=O)c2ccco2)c1	i	3	-1	i	i	2	-6	i	i	1	i
COc1ccc(/C=C/c2cc(C(F)(F)F)on2)cc1	i	1	-3	i	i	-2	-7	i	i	3	i
O=C(CSc1c2c(nc3cc(Cl)ccc13)CCCC2)NCCCN1CCOCC1	i	-1	-3	i	i	10	-5	i	i	3	i
Cc1cccc(N(CC(=O)Nc2ccccc2-c2ccccc2)S(=O)(=O)c2ccccc2)c1C	i	1	-1	i	i	0	-2	i	i	0	i
CCCC(c1nnnn1Cc1ccccc1)N1CCN(c2ccccc2OC)CC1 (centres undefined)	i	2	-2	i	i	3	-14	i	i	0	i
COc1ccc(CCn2c(C)cc(C(=O)CSc3nnnn3-c3ccccc3)c2C)cc1	i	0	0	i	i	0	-7	i	i	6	i
CNc1nc(Cl)nc(NC(C)(C)C)n1	i	0	x	i	i	-4	-1	i	i	-3	i
CCCCn1c(SCC(=O)Nc2cc(C)on2)nnc1-c1cccnc1	i	0	-1	i	i	5	-7	i	i	-7	i
COc1ccc(S(=O)(=O)NCc2cccnc2)cc1C(=O)Nc1ccccc1	i	2	1	i	i	-4	-5	i	i	2	i
COc1ccc(C(=O)N(Cc2ccc(N(C)C)cc2)C2CCS(=O)(=O)C2)cc1 (centres undefined)	i	x	-2	i	i	-10	-5	i	i	8	i
CC/C(=N/NC(=O)c1ccccc1)c1ccc(OCCN2CCOCC2)cc1	i	4	-2	i	i	-1	-9	i	i	6	i
COc1ccc(NC(=S)Nc2ccc(OCc3ccccc3)cc2)c(OC)c1	i	2	-1	i	i	-1	-4	i	i	1	i
Cc1nn(C)c(C)c1Sc1ccc(Br)cc1	i	-1	2	i	i	-6	-4	i	i	6	i
O=C(Nc1cccc(F)c1)Nc1ccccn1	i	1	1	i	i	3	-12	i	i	5	i
CCCn1c(SCC(=O)O)nc2ccccc21	i	-2	-2	i	i	-4	-8	i	i	-5	i
Cc1noc(C)c1COC(=O)[C@@H](NC(=O)c1ccccc1Cl)C(C)C	i	-1	4	i	i	-2	-4	i	i	9	i
CC(Sc1nnc(-c2cccnc2)n1-c1ccccc1F)C(=O)N1CCCc2ccccc21 (centres undefined)	x	1	-3	i	i	x	-10	i	i	-2	i
COc1cccc(C(=O)NCC(C)(C)SCc2ccc(F)cc2)c1	i	1	-2	i	i	-2	-6	i	i	2	i
CCN(CC(=O)Nc1c(F)cccc1F)C(=O)c1ccc(S(=O)(=O)N2CCCC2)cc1	i	1	-3	i	i	3	-6	i	i	-7	i
Cc1cc(C)nc(OC(=O)c2ccc(Cl)cc2Cl)n1	x	-4	1	i	i	x	-17	i	-7.3*	-7	i
COc1cc(OC)cc(C(=O)NCC(=O)OCc2nc3ccccc3s2)c1	i	1	0	i	i	3	-2	i	i	-3	i
COc1ccc(Oc2c(Cl)cnn(-c3ccc(F)cc3)c2=O)cc1	i	0	-2	i	i	-3	-16	i	i	3	i
CN(C)S(=O)(=O)N1CCN(Cc2ccccc2)CC1	i	-6	-2	i	i	-2	-13	i	i	1	i
CC(=O)N(Cc1ccccn1)Cc1ccco1	i	-1	0	i	i	8	-8	i	i	1	i
Cc1c(NS(=O)(=O)c2ccc(F)cc2)c(=O)n(-c2ccccc2)n1C	i	0	2	i	i	14	1	i	i	-4	i
CCOC(=O)c1ccc(NC(=O)c2cc3c(s2)CCC3)cc1	i	1	-2	i	i	-2	-15	i	i	-8	i
O=C(Nc1cc(S(=O)(=O)N2CCOCC2)ccc1N1CCCC1)c1cc(=O)[nH]c2ccccc12	i	-2	4	i	i	-2	-15	i	i	x	i

Taken from above.
GSK3B inh with O=C(Nc1cc(S(=O)(=O)N2CCOCC2)ccc1N1CCCC1)c1cc(=O)[nH]c2ccccc12 : -2
GSK3B inh with CCN(CC(=O)Nc1c(F)cccc1F)C(=O)c1ccc(S(=O)(=O)N2CCCC2)cc1 : 1
HDAC3 inhib with CCCCn1c(SCC(=O)Nc2cc(C)on2)nnc1-c1cccnc1 : -7
GSK3B inh with Cc1c(NS(=O)(=O)c2ccc(F)cc2)c(=O)n(-c2ccccc2)n1C : 0
Dyrk1A ADPGlo with COc1cccc(C(=O)NCC(C)(C)SCc2ccc(F)cc2)c1 : -2
hERG protect with O=C(Nc1cccc(F)c1)Nc1ccccn1 : -12

(list continues)
SMILES	KCNK3 block	GSK3B inh	GSK3 alpha inh	KCNK9 inh	KCNQ1 inh	Dyrk1A ADPGlo	hERG protect	KCNQ1 act	RGS4 pot	HDAC3 inhib	PolyA inh
O=c1[nH]c(NCCO)nc2ncn(Cc3ccccc3)c12	i	0	-3	i	i	-5	-8	i	i	-3	i
CCOC(=O)N1CCN(Cc2ccccn2)CC1	i	2	-2	i	i	-8	-4	i	i	-8	i
O=C(Nc1ccc(C(F)(F)F)cc1)c1cccnc1N1CCOCC1	i	5	-1	i	i	1	-12	i	i	5	i
CC(=O)c1c(C)nc2ccc(Br)cc2c1-c1ccccc1	i	-3	3	i	i	-6	-14	i	i	0	i
COc1ccccc1C1c2ccc3ccccc3c2Oc2ncn(CCN(C)C)c(=N)c21 (centres undefined)	i	-3	3	i	i	7	-13	i	-8.3*	0	i
Cc1cc(NS(=O)(=O)c2ccc(NC(=O)COc3ccc(Cl)c(C)c3)cc2)no1	i	4	x	i	i	-3	-10	i	i	x	i
COc1cccc(-c2c(C(=O)N/N=C(\C)c3ccncc3)nnn2-c2nonc2N)c1	i	-43	7	i	i	-3	-4	i	i	-3	i
CC(C)C[C@H](NC(=O)N1CCn2c1nc1ccccc12)C(=O)NC1CCCCC1	i	-3	-1	i	i	0	-4	i	i	u	i
Cc1ccc(F)cc1NC(=O)c1cccc(N(C)C)c1	i	0	-3	i	i	-3	-9	i	i	1	i
CCOC(=O)C1(CC2CC2)CCN(C(=O)c2cc(OC)nc3ccccc23)CC1	i	3	0	i	i	16	-24	i	i	5	i

Another view of part of the listing above:
Fields: KCNK3 block	GSK3B inh	GSK3 alpha inh	KCNK9 inh	KCNQ1 inh	Dyrk1A ADPGlo	hERG protect	KCNQ1 act	RGS4 pot	HDAC3 inhib	PolyA inh
O=c1[nH]c(NCCO)nc2ncn(Cc3ccccc3)c12
  i	0	-3	i	i	-5	-8	i	i	-3	i
COc1ccccc1C1c2ccc3ccccc3c2Oc2ncn(CCN(C)C)c(=N)c21 (centres undefined)
  i	-3	3	i	i	7	-13	i	-8.3*	0	i
CC(=O)c1c(C)nc2ccc(Br)cc2c1-c1ccccc1
  i	-3	3	i	i	-6	-14	i	i	0	i

Screening results as filed in PubChem BioAssay.
